# LANA DNA inh: inhibitors of KSHV C-LANA binding to DNA, primary screen, biochemical, fluorescence polarization, FAM-LBS DNA, MBP-C-LANA, single point; Kaposi's sarcoma herpesvirus LANA C-terminal domain (residues 932-1162) DNA binding; inhibition, % at 9 µM; hit rate 0.078% among 340,000;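 active means highest replicate inhibition at or above 60% at 9 µM, even if other replicates fall short; inactive means all replicates below 60% inhibition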;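 further: 0% = neutral control wells and 100% = 4 µM acridine orange control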
# OPRM1-OPRD1 ag: agonists of OPRM1-OPRD1 heterodimerization, primary screen, cell-based, luminescence; Mu-type opioid receptor (Homo sapiens) + Delta-type opioid receptor (Homo sapiens), …; AID 504326, 2011; hit rate 0.3% among 340,000; activation, % at 9.3 µM; cells; in the data active means activation above about 18%;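 further: 0% = vehicle-treated cells and 100% = reference agonist; values of inactives mirror those of a sister screen read the other way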
# Target sequence (P35372 whole entry, looked up): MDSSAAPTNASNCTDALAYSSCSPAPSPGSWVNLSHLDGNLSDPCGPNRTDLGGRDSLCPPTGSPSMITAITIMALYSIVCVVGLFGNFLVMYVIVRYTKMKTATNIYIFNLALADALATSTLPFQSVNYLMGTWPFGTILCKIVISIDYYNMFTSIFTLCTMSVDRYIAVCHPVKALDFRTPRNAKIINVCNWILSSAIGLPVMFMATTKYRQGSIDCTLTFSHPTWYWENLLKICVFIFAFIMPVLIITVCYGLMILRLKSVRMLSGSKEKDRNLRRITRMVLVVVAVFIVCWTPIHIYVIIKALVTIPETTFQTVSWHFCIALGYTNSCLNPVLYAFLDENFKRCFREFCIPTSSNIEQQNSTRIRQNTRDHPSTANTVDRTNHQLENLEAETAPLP
# Target sequence (P41143 whole entry, looked up): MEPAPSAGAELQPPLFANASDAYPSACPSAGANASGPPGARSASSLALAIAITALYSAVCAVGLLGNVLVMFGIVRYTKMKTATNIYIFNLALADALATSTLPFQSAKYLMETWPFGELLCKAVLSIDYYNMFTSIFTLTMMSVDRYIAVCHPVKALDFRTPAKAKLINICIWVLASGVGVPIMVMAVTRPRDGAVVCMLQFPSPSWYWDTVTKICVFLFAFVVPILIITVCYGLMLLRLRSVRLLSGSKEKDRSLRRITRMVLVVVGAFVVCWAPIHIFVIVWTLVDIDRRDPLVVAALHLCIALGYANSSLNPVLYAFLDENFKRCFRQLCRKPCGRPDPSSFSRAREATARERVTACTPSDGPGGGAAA
# CAL PDZ FP: untagged CAL PDZ binding inhibitors, primary screen, biochemical, fluorescence polarization, HTS; Golgi-associated PDZ and coiled-coil motif-containing protein (Homo sapiens), Q9HD26; purified CAL PDZ, TMR-peptide fluorescence polarization, 1 h; inhibition, % at 24.9 µM; hit rate 0.92% among 300,000; AID 602252, 2012;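 active means mean inhibition of at least 30% with at least half of replicates also reaching 30%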;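 further: 0% = DMSO neutral control and 100% = excess unlabeled competitor peptide PRC23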
# HTR5A ag ctr: HTR5A agonists in luminescence cell assay, primary screen, counter-screen for OPRM1-OPRD1 heterodimer agonist project, full-deck HTS; AID 504692, 2011; activation, % at 9.3 µM; hit rate 0.61% among 340,000; cell-based; in the data active means activation mostly above about 9.5%, no sharp cut-off; inactive means mostly below about 7.6%;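 further: 0% = cells with vehicle only and 100% = reference agonist; strong numbers were not always called active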
# HTR5A inv ctr: HTR5A inverse agonists in luminescence cell assay, primary screen, counter-screen for OPRM1-OPRD1 heterodimer inverse agonist project, full-deck HTS. HTR5A cell line, inverse agonism. inhibition, % at 9.3 µM. hit rate 0.083% among 340,000; in the data active means inhibition mostly above about 23%, no sharp cut-off; inactive means mostly below about 18%;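 further: 0% = cells with DMSO and 100% = no-cell wells with DMSO; some compounds called inactive have numbers as strong as hits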
# RTF Ca sens act: cardiac RTF calcium sensitivity activators, primary screen, biochemical, IANBD-TnC fluorescence, EC20 calcium | hit rate 0.24% among 340,000 | activation, % at 7.2 µM | IANBD-labeled TnC RTF fluorescence at EC20 calcium; 0% EC20 calcium, 100% full calcium | Troponin I, cardiac muscle (Homo sapiens) + Troponin T, cardiac muscle (Homo sapiens) + … | AID 493008, 2010;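 active means activation above the mean over all tested compounds plus 3 SD, cut at about 30% in these data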;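 further: rise in fluorescence read as greater calcium sensitivity of cardiac thin filaments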
# Cardiac RTF inh: cardiac RTF calcium sensitivity inhibitors, primary screen, biochemical, IANBD-TnC fluorescence, EC70 calcium; hit rate 0.12% among 340,000; inhibition, % at 7.15 µM; IANBD-labeled cardiac RTF, Ca2+ fluorescence; Troponin I, cardiac muscle (Homo sapiens) + Troponin T, cardiac muscle (Homo sapiens) + …; AID 493244, 2011;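 active means inhibition above the mean inhibition of all tested compounds plus 3 SD, cut at about 17% in these data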;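 further: assay run at fixed EC70 calcium of 1.6 mM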
# Keap1-Nrf2 PPI: Keap1-Nrf2 protein-protein interaction inhibitors, primary screen, biochemical, fluorescence polarization, single point; inhibition, % at 9.4 µM; Kelch-like ECH-associated protein 1 (Homo sapiens), Q14145; Keap1 Kelch-Nrf2 peptide fluorescence polarization, 1536-well; hit rate 0.15% among 340,000; in the data active means inhibition above about 12%;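 further: human Keap1 Kelch domain with fluorescein labeled Nrf2 9mer peptide probe; 0% = neutral control wells and 100% = peptide positive control; higher means more block of Keap1 binding to Nrf2 peptide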
# MOR-DOR inv ag: inverse agonists of MOR-DOR heterodimerization, primary screen, cell-based, luminescence | Mu-type opioid receptor (Homo sapiens) + Delta-type opioid receptor (Homo sapiens), … | inhibition, % at 9.3 µM | cell-based MOR-DOR heterodimer luminescence, inverse agonism | hit rate 0.21% among 340,000; in the data active means inhibition above about 22%, passing the limit was not always enough;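 further: 0% = cells with DMSO and 100% = wells without cells with DMSO; values of inactives mirror those of a sister screen read the other way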
# V-ATPase pHluor: regulators of yeast V-ATPase proton pumping, primary screen, pHLuorin cytosolic pH fluorescence | S. cerevisiae | response, % at 10 µM | hit rate 0.37% among 350,000; in the data active means response mostly above about 7.3%, no sharp cut-off; inactive means mostly below about 5.4%; further: actives read high; inactives centre near 0; some compounds called inactive have numbers as strong as hits; reference of the scale not given here
# The depositor's hits bear a star; x = not tested or not shown.
nr	Structure	LANA DNA inh	OPRM1-OPRD1 ag	CAL PDZ FP	HTR5A ag ctr	HTR5A inv ctr
1	CC1(C)C(=O)Nc2ccccc2N1C(=O)COC(=O)C1CCCCC1	1.9	0.6	-7	3	-10
2	Cc1nc(Cc2nnc(SCC(=O)N3CCN(c4ccccc4)CC3)o2)cs1	-0.5	-1.9	-1	-3	8
3	N#C/C(=C\c1cccnc1)C(=O)Nc1ccccc1	5.9	-2.4	x	1	-14
4	COc1ccc(S(=O)(=O)N2CCc3cc(OC)c(OC)cc3C2)cc1	-1.0	-3.4	-1	1	-3
5	C/C(=N\Nc1nncc2ccccc12)c1cccc(OC(F)F)c1	-0.7	1.5	-7	4	-12
6	CC(=O)NC(CC(=O)N(C)Cc1cccc(Cl)c1Cl)c1ccccc1 (configuration not stated)	7.7	1.1	-1	-6	16
7	COc1ccc(NC(=O)c2ccc(Cn3cc(Cl)cn3)cc2)cc1	0.8	-1.4	x	3	-1
8	Cc1[nH]oc(=O)c1N=Nc1c(Cl)cccc1Cl	3.5	-3.6	-4	3	-13
9	COc1cc(C(=O)OCc2nc3ccsc3c(=O)[nH]2)c([N+](=O)[O-])cc1OC	1.2	-1.1	x	2	10
10	CCC(=O)Nc1ccc2c(c1)nc1n2CCSC1	-0.8	-2.9	9	4	21
11	COc1ccc(-c2ccc(SCC(=O)NC3CCCCC3)nn2)cc1	0.7	-2.4	-8	0	-1
12	CCC(NC(=O)C1CCCC1)c1ccccc1 (configuration not stated)	0.8	-3.9	x	-3	-13
13	Cc1ccc(C(=O)NC(=S)Nc2ccc(Oc3ccc(Cl)cc3)cc2)cc1	1.4	1.1	26	2	7
14	CSCCC(NC(=O)c1cccc([N+](=O)[O-])c1)C(=O)O (configuration not stated)	-0.2	-2.3	-4	-5	15
15	CCOC(=O)N1CCN(S(=O)(=O)c2ccc3[nH]c(=O)oc3c2)CC1	-1.5	1.7	-1	-6	5

nr	RTF Ca sens act	Cardiac RTF inh	Keap1-Nrf2 PPI	MOR-DOR inv ag	V-ATPase pHluor
1	-2	-16	0	-4	2
2	1	-8	5	12	1
3	11	-9	-1	13	0
4	2	8	1	17	2
5	0	5	-2	-8	1
6	13	-10	-2	-5	1
7	-1	-12	0	7	2
8	4	-1	1	17	-1
9	1	-4	1	7	3
10	0	-8	-10	15	-2
11	-6	-2	2	13	2
12	-5	1	0	20	-3
13	9	-5	-2	-6	1
14	-3	-1	4	12	-5
15	1	-21	-2	-8	2

# In another format: results already given
item	Molecule	LANA DNA inh	OPRM1-OPRD1 ag	CAL PDZ FP	HTR5A ag ctr	HTR5A inv ctr	RTF Ca sens act	Cardiac RTF inh	Keap1-Nrf2 PPI	MOR-DOR inv ag	V-ATPase pHluor
5	C/C(=N\Nc1nncc2ccccc12)c1cccc(OC(F)F)c1	-0.7	1.5	-7	4	-12	0	5	-2	-8	1
6	CC(=O)NC(CC(=O)N(C)Cc1cccc(Cl)c1Cl)c1ccccc1 (configuration not stated)	7.7	1.1	-1	-6	16	13	-10	-2	-5	1
7	COc1ccc(NC(=O)c2ccc(Cn3cc(Cl)cn3)cc2)cc1	0.8	-1.4	x	3	-1	-1	-12	0	7	2

# Continued:
nr	Structure	LANA DNA inh	OPRM1-OPRD1 ag	CAL PDZ FP	HTR5A ag ctr	HTR5A inv ctr
16	C=CCNC(=O)NC(=O)CSc1nc2cc([N+](=O)[O-])ccc2n1-c1cccc(C(F)(F)F)c1	-0.2	-1.2	-31	-3	7
17	COC(=O)CC(NC(=O)c1ccc(C)cc1)c1ccccc1 (configuration not stated)	0.2	-1.9	-3	8	5
18	O=C1NCCCCC1NS(=O)(=O)c1ccccc1 (configuration not stated)	-0.2	-2.2	1	2	-7
19	Cc1cccc(C)c1NC(=O)CNC(=O)c1cccnc1	-0.7	-0.8	-4	1	7
20	Nc1ccn([C@H]2CC[C@@H](CO)O2)c(=O)n1	0.5	-1.6	-7	1	-5
21	CCCn1c(SCC(=O)NC2CCCCC2)nnc1-c1ccco1	-1.4	-1.4	-1	-4	-2
22	O=S(=O)(NC1CCN(Cc2ccccc2)CC1)c1cccc2cccnc12	3.3	3.9	1	2	-35
23	CC(=O)N1N=C(c2ccncc2)OC1(Cc1ccccc1)Cc1ccccc1	-1.9	-2.2	-4	-5	1
24	COc1ccc(NC(=O)CSc2nc3ccccc3nc2N2CCCCC2)cc1	-0.2	0.1	x	1	-6
25	O=C1CCC(C(=O)OCc2nnc(-c3ccccc3)o2)=NN1	0.2	-0.9	5	-1	2
26	O=C(OCC(=O)N1CCCCC1)c1cc(NS(=O)(=O)c2ccc(Cl)c([N+](=O)[O-])c2)ccc1O	-2.7	0.2	-2	4	-24
27	C/C=C/c1ccc(OCC(=O)Nc2cc(Cl)ccc2-n2cncn2)c(OC)c1	0.3	-0.8	-4	-10	-11
28	O=C(/C=C1\SC(=O)N(CC(=O)Nc2ccc(F)cc2)C1=O)Nc1ccc(Cl)cc1	0.2	-0.1	-3	5	-24
29	CCOC(=O)/C=C/C(=O)Nc1cc(S(=O)(=O)Nc2ccc(OC)cc2)ccc1N1CCOCC1	-0.6	-1.6	1	-3	-3
30	Cc1cccn2cc(CCNS(=O)(=O)c3cccc([N+](=O)[O-])c3)nc12	1.5	-0.2	0	-2	6

nr	RTF Ca sens act	Cardiac RTF inh	Keap1-Nrf2 PPI	MOR-DOR inv ag	V-ATPase pHluor
16	2	2	1	8	-3
17	-1	-15	-2	11	0
18	-2	-3	3	13	-4
19	-2	-3	-4	4	0
20	1	0	-1	9	0
21	-1	-21	-6	9	-4
22	-1	-5	3	-20	-6
23	0	0	2	12	-1
24	7	-2	-3	0	1
25	-3	-9	0	6	0
26	8	-2	-5	-1	-2
27	-6	1	4	5	6
28	10	-10	-5	0	-1
29	-11	0	-8	10	4
30	0	2	0	1	-2

# Quoted at random: 3 entries already listed, in no set order.
nr	Structure	LANA DNA inh	OPRM1-OPRD1 ag	CAL PDZ FP	HTR5A ag ctr	HTR5A inv ctr
5	C/C(=N\Nc1nncc2ccccc12)c1cccc(OC(F)F)c1	-0.7	1.5	-7	4	-12
18	O=C1NCCCCC1NS(=O)(=O)c1ccccc1 (configuration not stated)	-0.2	-2.2	1	2	-7
20	Nc1ccn([C@H]2CC[C@@H](CO)O2)c(=O)n1	0.5	-1.6	-7	1	-5

nr	RTF Ca sens act	Cardiac RTF inh	Keap1-Nrf2 PPI	MOR-DOR inv ag	V-ATPase pHluor
5	0	5	-2	-8	1
18	-2	-3	3	13	-4
20	1	0	-1	9	0

# Next section
nr	Structure	LANA DNA inh	OPRM1-OPRD1 ag	CAL PDZ FP	HTR5A ag ctr	HTR5A inv ctr
31	O=C(CCCOc1ccc(Cl)cc1Cl)N1CCc2ccccc2C1	-0.9	-1.3	7	5	8
32	O=C(CCNS(=O)(=O)c1cccc2nsnc12)NC1CCCc2ccccc21 (configuration not stated)	-0.7	-1.7	6	3	-30
33	COc1ccccc1CNc1ccc(CNc2ncn[nH]2)cc1	0.9	-0.6	x	-5	13
34	CC1(C)CC(=O)c2c(Cc3ccccc3)noc2C1	-5.3	-0.1	1	-1	2
35	O=C(O)c1ccc2c(c1)C(=O)N(c1ccc(C(=O)OCC(=O)c3ccccc3)cc1)C2=O	-0.3	-2.1	x	-2	-1
36	CC1=NNC(=O)C1C(c1cccc(O)c1)C(C#N)C#N (configuration not stated)	0.6	-0.6	5	3	-38
37	O=C(CSc1ccc(-c2ccco2)nn1)NCc1ccc(Cl)cc1	1.7	-0.8	2	7	-7
38	CC1(C)CC(NC(=S)NCc2ccco2)CC(C)(C)N1	-1.3	-2.3	x	0	-22
39	Cc1cc(=O)oc2cc(OCC(=O)N3CCN(C(=O)C4COc5ccccc5O4)CC3)c(Cl)cc12 (configuration not stated)	-0.2	-3.2	6	-1	-11
40	CCCCc1ccc(NC(=O)CSc2nc(=O)n(CCN(C)C)c3c2CCC3)cc1	0.7	-0.5	x	-8	-2
41	O=C(Cn1nc(C(=O)O)c2ccccc2c1=O)Nc1nc(-c2ccccc2)cs1	-1.1	1.1	-8	3	15
42	CCn1c2ccccc2c2cc(CN3CCN(C(=O)c4ccco4)CC3)ccc21	1.8	-0.3	-1	2	-12
43	CCOC(=O)N1CCN(C(=O)c2ccccc2Oc2ccccc2)CC1	-2.2	-1.8	0	0	3
44	COc1ccc(C(=O)COC(=O)C(CCSC)NC(=O)COc2ccccc2)cc1 (configuration not stated)	-0.6	1.6	-2	-4	2
45	Cc1nc(SCC(=O)NCc2ccco2)c2c(C)c(C)sc2n1	-1.7	-0.2	-1	0	14

nr	RTF Ca sens act	Cardiac RTF inh	Keap1-Nrf2 PPI	MOR-DOR inv ag	V-ATPase pHluor
31	3	-5	-5	7	-2
32	2	-8	0	10	5
33	-1	5	-4	3	-4
34	-1	-10	-2	1	3
35	-4	-3	1	10	-2
36	-2	0	-2	3	-3
37	8	0	0	5	-1
38	-1	-6	1	12	0
39	-5	-2	-2	16	2
40	-14	-4	3	3	3
41	-4	-6	3	-6	3
42	5	-7	-7	2	-1
43	-4	-5	-2	8	-1
44	3	-18	-5	-10	-3
45	3	-13	-6	1	0

# (further entries)
nr	Structure	LANA DNA inh	OPRM1-OPRD1 ag	CAL PDZ FP	HTR5A ag ctr	HTR5A inv ctr
46	CC(C)CC(=O)N1CCN(Cc2ccccc2Cl)CC1	0.1	0.8	-4	1	-4
47	COc1ccc(Nc2nc(N)nc(CSCCO)n2)cc1	1.0	-0.9	-1	-2	5
48	O=C(Nc1ccc2oc(-c3ccncc3)nc2c1)c1ccc2c(c1)OCCO2	0.8	1.1	0	4	-14
49	CC(C)=C(NC(=O)c1ccccc1)C(=O)NCCCC(=O)O	0.4	-0.9	-2	-2	-2
50	Cc1ccc(-c2nc3n(n2)Cc2ccccc2-3)cc1	0.6	-1.2	-1	2	9
51	CCCN(CC1CC1)C(=O)CSc1nnc(-c2cc(-c3cccs3)nc3ccccc23)o1	-0.7	-0.7	2	-1	6
52	COc1cc(NC(=O)C2CC2)c(OC)cc1NC(=O)CCC(=O)NC1CCN(Cc2ccccc2)CC1	0.6	0.4	3	-1	2
53	CCOC(=O)C1=NNC(C(=O)O)C1c1ccccc1 (configuration not stated)	0.7	-3.0	-5	1	-4
54	Cc1csc(N(C)C(=O)CSc2nnc(COc3ccccc3C)o2)n1	1.8	-1.9	0	5	9

nr	RTF Ca sens act	Cardiac RTF inh	Keap1-Nrf2 PPI	MOR-DOR inv ag	V-ATPase pHluor
46	-2	-8	-2	-4	-1
47	10	0	-1	5	-5
48	0	-5	9	-6	3
49	2	-1	1	5	-4
50	0	5	1	6	2
51	6	-24	2	4	-1
52	6	1	-4	-2	-1
53	3	-2	2	15	-1
54	-3	0	-4	11	7
